# Screening data from PubChem BioAssay.
# C-LANA FP = inhibitors of KSHV LANA C-terminal domain DNA binding; MBP-C-LANA/FAM-LBS DNA binding, fluorescence polarization; inhibition, % at 9 µM; 340,000 compounds, 0.078% hits; AID 504423;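 active means highest replicate inhibition at or above 60% at 9 µM, even if other replicates fall short; inactive means all replicates below 60% inhibition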;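 further: 0% = neutral control wells and 100% = 4 µM acridine orange control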
# DAGLB inhibitor = diacylglycerol lipase beta (human) inhibition | Q8NCG7 | HEK293T DAGLB membrane lysate, EnzChek fluorogenic substrate | inhibition, % at 5.17 µM | 340,000 compounds, 0.059% hits | AID 504411; in the data active means inhibition above about 34%;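 further: 0% = enzyme with vehicle and 100% = wells lacking enzyme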
# PvdQ inh = P. aeruginosa PvdQ acylase inhibition | purified PvdQ acylase, fluorescence plate reader | inhibition, % at 10 µM | 340,000 compounds, 0.063% hits; in the data active means inhibition above about 30%, passing the limit was not always enough;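 further: 0% = vehicle neutral wells and 100% = reference inhibitor wells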
# RTF Ca sens inh = cardiac RTF calcium desensitization. IANBD-labeled cardiac RTF, Ca2+ fluorescence. AID 493244. inhibition, % at 7.15 µM. 340,000 compounds, 0.12% hits. P19429+P45379;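 active means inhibition above the mean inhibition of all tested compounds plus 3 SD, cut at about 17% in these data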;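 further: assay run at fixed EC70 calcium of 1.6 mM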
# SR-BI DiI inh = mouse SR-BI HDL lipid transfer inhibition. Q61009. AID 488896. 320,000 compounds, 0.96% hits. ldlA[mSR-BI] CHO cells, DiI-HDL uptake fluorescence, 3 h. inhibition, % at 12.5 µM;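 active means mean replicate inhibition of at least 70% and a set share of replicates each scoring 70 or more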;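 further: 0% = median of neutral control wells and 100% = median of positive control wells; values of inactives mirror those of a sister screen read the other way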
# Arr AP2 block = human beta-arrestin and AP2 interaction inhibition. 340,000 compounds, 0.31% hits. AID 504490. inhibition, % at 10 µM. FITC-arrestin peptide / GST-AP2 beads, flow cytometry; AP2 beta2 appendage carries R879A mutation;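 active means inhibition above a set limit, near 3 SD of compounds lacking own fluorescence, cut at about 54% in these data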;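 further: plate controls were DMSO wells for no effect and 5 µM unlabelled arrestin peptide for full effect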
#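 Material – AP2 appendage R879A on GSH beads · Buffer or medium – PBS with 0.05% Tween 20 and 0.1% BSA · Probe or stimulus – fluorescein-tagged arrestin peptide at 50 nM final · Incubation – compound with beads 12 min RT, then probe 1 h RT · Detection – high-throughput flow cytometry of beads, ex 488, em 535 nm · Evaluation – percent response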
# NSD2 inh = NSD2 (human) methyltransferase inhibition. O96028. NSD2 peptide methylation, AlphaScreen, 120 min. inhibition, % at 12.5 µM. 310,000 compounds, 0.54% hits; in the data active means inhibition above about 50%
# SR-BI uptake up = enhances SR-BI lipid uptake from DiI-HDL; CHO ldlA[mSR-BI] cells, DiI-HDL uptake fluorescence, 3 h; 100 = double the neutral-control signal; activation, % at 12.5 µM; 320,000 compounds, 0.096% hits; AID 504775;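 active means mean replicate activation of at least 60% and every replicate at or above 60%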;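 further: 0% = median plate neutral-control signal and 100% = twice that signal; values of inactives mirror those of a sister screen read the other way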
#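 system = CHO ldlA[mSR-BI] cells, LDL receptor-null, SR-BI overexpressing | medium = Ham's F12 with 0.5% BSA, HEPES 25 mM, pH 7.4 | probe or stimulus = DiI-HDL 10 µg/mL | compound dosing = single-point compound dose | incubation = compound exposure 3 h, 37 °C | technique = DiI fluorescence, bottom read | read-out = cell-associated DiI fluorescence as measure of HDL uptake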
# PKA-R2B activ = activates the human PKA-R2B holoenzyme complex; AID 504700; 340,000 compounds, 0.079% hits; activation, % at 11.4 µM; PKA-R2B holoenzyme dissociation, Cy5-IP20 fluorescence polarization; R2B truncated from residue 108, S112A mutant; 0% DMSO only, 100% 113 µM cGMP;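 active means activation above a cutoff set at the mean over all compounds plus 3 SD, cut at about 18% in these data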;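 further: higher means more holoenzyme dissociation and a rise in polarization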
# Target sequence (P31323 whole entry, looked up, other chains not shown, the tested form may be a part): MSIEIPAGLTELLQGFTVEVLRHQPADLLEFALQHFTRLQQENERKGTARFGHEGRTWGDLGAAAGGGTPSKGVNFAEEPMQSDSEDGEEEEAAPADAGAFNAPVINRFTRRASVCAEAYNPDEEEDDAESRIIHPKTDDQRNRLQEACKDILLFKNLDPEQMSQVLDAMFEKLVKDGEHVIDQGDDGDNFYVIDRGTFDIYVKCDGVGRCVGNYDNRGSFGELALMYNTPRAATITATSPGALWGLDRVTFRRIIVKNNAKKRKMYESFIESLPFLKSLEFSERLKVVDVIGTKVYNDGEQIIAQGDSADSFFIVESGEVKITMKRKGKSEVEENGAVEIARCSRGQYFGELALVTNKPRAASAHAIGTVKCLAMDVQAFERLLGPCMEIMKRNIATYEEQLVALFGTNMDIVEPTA
# Keap1 Nrf2 FP = inhibitors of human Keap1-Nrf2 protein-protein interaction; 340,000 compounds, 0.15% hits; Keap1 Kelch-Nrf2 peptide fluorescence polarization, 1536-well; Q14145; inhibition, % at 9.4 µM; in the data active means inhibition above about 12%;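 further: human Keap1 Kelch domain with fluorescein labeled Nrf2 9mer peptide probe; 0% = neutral control wells and 100% = peptide positive control; higher means more block of Keap1 binding to Nrf2 peptide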
# Target sequence (Q14145 whole entry, looked up, the tested form may be a part): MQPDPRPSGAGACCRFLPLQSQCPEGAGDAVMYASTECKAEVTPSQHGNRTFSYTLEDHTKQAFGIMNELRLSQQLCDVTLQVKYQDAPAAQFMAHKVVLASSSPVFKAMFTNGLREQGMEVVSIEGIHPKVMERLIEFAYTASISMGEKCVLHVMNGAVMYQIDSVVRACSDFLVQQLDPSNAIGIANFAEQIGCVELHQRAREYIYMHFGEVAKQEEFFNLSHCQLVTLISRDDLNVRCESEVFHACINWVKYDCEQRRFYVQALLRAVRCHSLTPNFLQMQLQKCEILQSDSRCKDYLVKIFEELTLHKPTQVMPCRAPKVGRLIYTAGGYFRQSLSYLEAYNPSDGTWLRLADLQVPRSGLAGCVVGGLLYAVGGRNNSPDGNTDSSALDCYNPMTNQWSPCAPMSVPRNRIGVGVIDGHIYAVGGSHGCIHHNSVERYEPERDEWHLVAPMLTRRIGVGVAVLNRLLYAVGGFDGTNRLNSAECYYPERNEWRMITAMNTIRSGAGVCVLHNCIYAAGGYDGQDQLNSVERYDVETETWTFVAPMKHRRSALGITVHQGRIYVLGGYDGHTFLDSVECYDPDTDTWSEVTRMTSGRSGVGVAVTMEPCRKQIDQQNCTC
# * marks the source's active call; other numbers are inactive results; . = no result given.
# Sample of the layout (three entries):
SMILES,C-LANA FP,DAGLB inhibitor,PvdQ inh,RTF Ca sens inh,SR-BI DiI inh,Arr AP2 block,NSD2 inh,SR-BI uptake up,PKA-R2B activ,Keap1 Nrf2 FP
O=C(c1cccc(F)c1)N1CCN(C2CCCCC2)CC1,-0.1,-3,5,11,8,1,0,-8,-12,4
NNC(=O)c1cc2cc3ccccc3nc2s1,-1.3,-6,10,-4,26,34,-4,-26,-3,0
O=C(Nc1cccc(Cl)c1)Nn1cnnc1,2.2,-3,-28,-15,-2,0,-1,2,3,-7

# The list itself, from the first entry:
SMILES,C-LANA FP,DAGLB inhibitor,PvdQ inh,RTF Ca sens inh,SR-BI DiI inh,Arr AP2 block,NSD2 inh,SR-BI uptake up,PKA-R2B activ,Keap1 Nrf2 FP
O=C(c1cccc(F)c1)N1CCN(C2CCCCC2)CC1,-0.1,-3,5,11,8,1,0,-8,-12,4
NNC(=O)c1cc2cc3ccccc3nc2s1,-1.3,-6,10,-4,26,34,-4,-26,-3,0
O=C(Nc1cccc(Cl)c1)Nn1cnnc1,2.2,-3,-28,-15,-2,0,-1,2,3,-7
O=C(Nc1ccccc1C(=O)O)c1cccc(NS(=O)(=O)c2ccc(Br)cc2)c1,0.5,5,-7,-2,-16,-20,3,16,12,3
Clc1nssc1=Nc1ccc(Br)cc1,1.2,1,-1,8,-7,32,.,7,3,3
O=C(Nc1ccc(O)c2c(=O)cc(-c3ccccc3Cl)oc12)c1ccccc1Cl,-2.5,-2,1,-5,4,22,.,-4,6,-1
CCOC(=O)C(C(=O)NCC1CCCO1)C1CCCCC1 (configuration not stated),0.6,-2,-11,-1,-18,0,-1,18,8,-4
O=C(Cn1ccc([N+](=O)[O-])n1)NCc1nc2ccccc2[nH]1,-0.6,0,-18,8,5,-4,-1,-5,-5,2
CC(C)CCOc1ccc(NC(=O)C2OC3OC(C)(C)OC3C3OC(C)(C)OC23)cc1 (configuration not stated),-1.0,0,-13,-7,-26,-8,18,26,-3,0
COc1ccc(CN(Cc2cc3ccc(C)cc3[nH]c2=O)Cc2nnnn2C2CCCC2)cc1,-0.7,3,-5,-3,-27,-4,-1,27,-3,-4
COc1cc(C(=O)OCc2ccc([N+](=O)[O-])cc2)cc(OC)c1OC,0.8,1,-9,-1,17,5,-1,-17,-4,-3
Cc1ccc(-c2nnc(-c3cccc(NC(=O)c4cccs4)c3)o2)cc1,0.3,-7,-4,-2,60,0,1,-60,-7,2
CS(=O)(=O)N(CC(=O)O)c1cccc(Cl)c1,-0.5,-1,-4,8,-17,-6,-2,17,-3,-5
COc1ccc2sc(-c3ccc(S(C)(=O)=O)cc3)c(-c3ccc(C(N)=O)cc3)c2c1,-0.3,-2,-8,-5,54,2,.,-54,9,-2
CCCCc1c(C)nn(-c2nnc3c4ccccc4n(CC)c3n2)c1C,0.8,-2,0,1,39,19,3,-39,1,0
COc1ccc(NC(=O)c2cc3ccccc3o2)cn1,1.0,-3,-10,-2,9,-8,-4,-9,-3,3
CCc1ccc(/C=N/NC(=O)c2c[nH]c3ccccc23)s1,-2.1,-8,8,-1,-13,1,-2,13,-6,4
Cc1cc(NC(=O)CCC(=O)N(CC(=O)NC2CCCC2)c2ccc(F)cc2)no1,-0.1,0,2,0,-8,2,1,8,0,-1
Cc1ccc(CN2C(=O)N/C(=C\c3ccc(-c4ccc(C(=O)O)cc4C)o3)C2=O)cc1,5.9,4,-10,-7,.,4,2,.,1,1
CC(c1ccccc1)N1CCn2c(nc3cc(NC(=O)c4cccs4)ccc32)C1 (configuration not stated),0.9,3,-15,-7,25,-6,0,-25,-9,1

# Reprinted from the entries so far, 2 compounds:
SMILES,C-LANA FP,DAGLB inhibitor,PvdQ inh,RTF Ca sens inh,SR-BI DiI inh,Arr AP2 block,NSD2 inh,SR-BI uptake up,PKA-R2B activ,Keap1 Nrf2 FP
Cc1ccc(CN2C(=O)N/C(=C\c3ccc(-c4ccc(C(=O)O)cc4C)o3)C2=O)cc1,5.9,4,-10,-7,.,4,2,.,1,1
CC(c1ccccc1)N1CCn2c(nc3cc(NC(=O)c4cccs4)ccc32)C1 (configuration not stated),0.9,3,-15,-7,25,-6,0,-25,-9,1

# The listing continues.
SMILES,C-LANA FP,DAGLB inhibitor,PvdQ inh,RTF Ca sens inh,SR-BI DiI inh,Arr AP2 block,NSD2 inh,SR-BI uptake up,PKA-R2B activ,Keap1 Nrf2 FP
CN1CCN(C(=O)/C(=C\c2ccc3c(c2)OCO3)NC(=O)c2cccs2)CC1,-2.8,-3,-1,-1,-7,43,-8,7,4,-5
CN(C1CCS(=O)(=O)C1)S(=O)(=O)c1ccc(C2CCCCC2)cc1 (configuration not stated),0.2,0,0,-3,13,12,-1,-13,5,-1
O=C(CN1C2=NCCCN2c2ccccc21)c1ccc2c(c1)OCO2,0.6,-3,-2,-8,-8,10,.,8,-7,2
C/C(N=Nc1nc2ccccc2s1)=N\Nc1ccccc1O,-0.4,34,-2,3,.,16,0,.,1,0
COc1ccc(C2=Nc3cc(C)ccc3OC2)cc1,-1.1,1,-13,-16,5,11,.,-5,3,0
CCCCN(C(=O)c1ccc2c(c1)OCO2)c1c(N)n(CCCC)c(=O)[nH]c1=O,0.4,0,-8,-8,-5,0,1,5,7,-2
CCCC[N+](C)(C)CCC(=O)NC(C)(C)CS(=O)(=O)[O-],11,-2,-16,-10,-21,-4,-1,21,1,7
CCOC(=O)c1c(C)nc2ccc(C)cn12,-0.6,1,3,-10,-19,29,-2,19,-3,-2
COC(=O)c1ccccc1NC(=O)C1CCN(S(C)(=O)=O)CC1,1.2,-1,8,1,-34,0,-2,34,-8,-8
COC(=O)Nc1ccc2c(c1)Nc1ccccc1CC2,-0.5,0,-17,-4,17,-9,1,-17,-8,0
COc1ccc(/C=N/n2cnc3scc(-c4cccs4)c3c2=O)cc1OC,-1.6,3,-11,-2,-1,0,-2,1,7,-4
Cc1cc(=O)n2nc(N3CCCC(C(=O)NCc4ccc(Cl)cc4)C3)sc2n1 (configuration not stated),0.3,4,-14,-3,9,-4,-3,-9,5,-5
COc1cc(C(=O)Nc2scc(-c3ccc(Br)cc3)c2C(=O)O)cc(OC)c1OC,4.7,1,-12,-10,-3,6,1,3,8,0
COc1ccc(NC(=O)C2CCCN2S(=O)(=O)c2ccc3c(c2)CCC(=O)N3)cc1Cl (configuration not stated),0.1,-2,-3,2,-1,1,.,1,-1,-5
O=C(Nc1ccccc1N1CCCC1)c1ccc(Cl)c(S(=O)(=O)N2CCOCC2)c1,1.6,-1,17,7,49,-16,6,-49,-12,-3
Cc1ccc2cc(C#N)c(SCC(=O)NCc3ccco3)nc2c1,0.0,-1,-15,-8,12,-3,-2,-12,0,-5
Cc1cc(C)cc(N(CC(=O)N2CCCC2)S(C)(=O)=O)c1,-1.5,0,-13,-1,-16,3,2,16,-7,-1
C=CCn1c(CCc2ccccc2)nnc1SCC(=O)OC,-1.4,-4,15,-13,-1,11,-1,1,-7,-7
CCn1c(COc2ccc(=O)n(-c3ccccc3)n2)nnc1SCc1cccc(OC)c1,0.3,-1,-15,0,15,5,-1,-15,8,-5
Fc1ccc(C(c2nnnn2CCc2ccccc2)N2CCCc3ccccc32)cc1 (configuration not stated),0.3,-15,-12,5,-4,-6,-2,4,-9,-6

# Ordered by length of the SMILES (ascending): some entries from above.
SMILES,C-LANA FP,DAGLB inhibitor,PvdQ inh,RTF Ca sens inh,SR-BI DiI inh,Arr AP2 block,NSD2 inh,SR-BI uptake up,PKA-R2B activ,Keap1 Nrf2 FP
C=CCn1c(CCc2ccccc2)nnc1SCC(=O)OC,-1.4,-4,15,-13,-1,11,-1,1,-7,-7
CCn1c(COc2ccc(=O)n(-c3ccccc3)n2)nnc1SCc1cccc(OC)c1,0.3,-1,-15,0,15,5,-1,-15,8,-5
COc1ccc(NC(=O)C2CCCN2S(=O)(=O)c2ccc3c(c2)CCC(=O)N3)cc1Cl (configuration not stated),0.1,-2,-3,2,-1,1,.,1,-1,-5

# Going on with the list.
SMILES,C-LANA FP,DAGLB inhibitor,PvdQ inh,RTF Ca sens inh,SR-BI DiI inh,Arr AP2 block,NSD2 inh,SR-BI uptake up,PKA-R2B activ,Keap1 Nrf2 FP
CC(C)[C@H](NC(=O)c1ccccc1F)C(=O)NC1CCCCCCC1,1.6,3,9,-5,-2,23,-2,2,-7,-1
CCOC(=O)C1=C(N)Oc2c(oc(CO)cc2=O)C1c1ccc(F)cc1 (configuration not stated),-2.6,0,-11,-11,37,-2,0,-37,2,0
CC(C)c1ccc(C2N3CC4([N+](=O)[O-])CN2CC([N+](=O)[O-])(C3)C4(C)C)cc1 (configuration not stated),0.5,2,-15,1,-11,0,6,11,4,-7
Cc1nn(-c2ccc(F)cc2)c2sc(C(=O)O)cc12,0.3,0,-4,-5,-4,1,0,4,-13,-1
Cc1noc2ncnc(N3CCN(c4ccc(F)cc4)CC3)c12,0.3,1,-3,1,26,13,-4,-26,6,-1
CCOC(=O)c1sc2nc3n(c(=O)c2c1C)CCC(C)CC3 (configuration not stated),0.1,-36,-7,-3,25,-1,-5,-25,-4,0
COCCCN1C(=O)c2ccc(C(=O)N3CCN(c4ccc(OC)cc4)CC3)cc2C1=O,-0.3,0,0,9,6,5,-3,-6,4,-2
CC(NC(=O)C(C(=O)c1cccc([N+](=O)[O-])c1)n1cc(Cl)ccc1=O)c1ccccc1 (configuration not stated),1.8,-2,-13,-15,-43,-3,1,43,-1,-2
COc1ccccc1C(O)(c1ccccc1)c1ccccc1OC,0.2,-6,-1,2,-4,31,-1,4,2,-2
COc1ccc(-c2cnn3c(N)c(S(=O)(=O)c4ccccc4)cnc23)cc1,0.2,0,-10,-6,26,6,-2,-26,-4,-3
Cn1c(=O)c2c(ncn2CC(=O)OCc2ccccc2)n(C)c1=O,-0.6,3,-6,-3,-1,-3,0,1,-4,3
O=C(c1cccc(S(=O)(=O)N2CCc3ccccc32)c1)N1CCN(CCO)CC1,0.3,0,-9,-8,1,32,-2,-1,8,1
NS(=O)(=O)c1ccc(NC(=O)/C=C/c2ccco2)cc1,3.1,0,4,4,14,-3,19,-14,-12,-4
Cc1ccc2c(Cl)cc(Cl)c(OCc3c(C)noc3C)c2n1,-1.3,-6,-12,-8,36,-5,-2,-36,3,-6
O=C(OCCOCCN=C1NS(=O)(=O)c2ccccc21)c1ccncc1,-0.1,0,-10,-4,-23,-7,0,23,-3,0
